TEAD-YAP inh: TEAD-YAP interaction inhibition | 640,000 compounds, 1.4% hits | HEK-TIYL cells, TEAD-Gal4/YAP UAS-luciferase luminescence | inhibition, % at 9.12 µM; in the data active = inhibition above about 32%;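 note: 0% = median of test compound wells and 100% = reference inhibitor wells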
MITF primary: blocks human microphthalmia-associated transcription factor | AlphaScreen MITF homodimerization, bead proximity signal | AID 1259374 | 650,000 compounds, 0.91% hits | inhibition, % at 2.6 µM | O75030; in the data active = inhibition above about 50%;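 note: 0% = vehicle wells with protein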
Target sequence (O75030 whole entry, looked up): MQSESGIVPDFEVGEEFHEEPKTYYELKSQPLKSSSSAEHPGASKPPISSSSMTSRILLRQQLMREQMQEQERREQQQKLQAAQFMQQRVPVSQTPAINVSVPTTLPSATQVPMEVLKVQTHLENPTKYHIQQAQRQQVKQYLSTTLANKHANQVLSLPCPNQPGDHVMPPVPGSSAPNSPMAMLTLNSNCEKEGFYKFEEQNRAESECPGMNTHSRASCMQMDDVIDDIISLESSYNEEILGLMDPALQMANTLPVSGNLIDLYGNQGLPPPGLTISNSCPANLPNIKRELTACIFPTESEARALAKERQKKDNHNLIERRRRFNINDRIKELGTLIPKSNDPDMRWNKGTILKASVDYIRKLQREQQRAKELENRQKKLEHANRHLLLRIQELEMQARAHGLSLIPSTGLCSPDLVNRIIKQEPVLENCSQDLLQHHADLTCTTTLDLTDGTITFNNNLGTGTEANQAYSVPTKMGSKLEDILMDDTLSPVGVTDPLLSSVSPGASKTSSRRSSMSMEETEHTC
GPR151 ag: human GPR151 activation | Q8TDV0 | PathHunter beta-arrestin GPR151 cells, luminescence | activation, % at 11.2 µM | 650,000 compounds, 1% hits; in the data active = activation above about 4.9%;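 note: 0% = median of compound wells and 100% = cells with positive control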
Target sequence (Q8TDV0 whole entry, looked up): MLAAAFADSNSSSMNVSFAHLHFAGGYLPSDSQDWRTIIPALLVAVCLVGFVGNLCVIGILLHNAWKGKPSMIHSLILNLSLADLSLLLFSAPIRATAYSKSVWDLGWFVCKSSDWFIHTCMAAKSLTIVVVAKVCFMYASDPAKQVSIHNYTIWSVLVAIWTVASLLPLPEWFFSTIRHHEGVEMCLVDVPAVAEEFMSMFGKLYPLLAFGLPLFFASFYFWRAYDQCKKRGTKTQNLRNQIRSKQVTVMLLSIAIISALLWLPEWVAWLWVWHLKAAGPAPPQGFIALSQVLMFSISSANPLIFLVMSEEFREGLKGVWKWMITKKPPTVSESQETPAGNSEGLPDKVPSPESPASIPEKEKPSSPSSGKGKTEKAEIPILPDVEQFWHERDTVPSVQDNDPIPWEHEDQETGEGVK
FBW7 act: activators of human E3 ligase FBW7; normalized activity (activation), % at 26.1 µM; 650,000 compounds, 0.13% hits; AlphaScreen FBW7–phospho-cyclin E peptide binding, activator screen; in the data active = normalized activity above about 1.9%;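 note: purified mutant Fbw7 with reduced substrate affinity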
* = called active by the depositor.

SMILES | TEAD-YAP inh | MITF primary | GPR151 ag | FBW7 act
CC(C)(C)NC(=O)c1ccc2c(c1)NC(=O)/C(=C\c1ccccc1Cl)S2 | -2 | 0 | 1.5 | -0.1
COc1ccc(OC)c(NC(=O)CSc2nnc(N)s2)c1 | 8 | -9 | -1.2 | 0.1
COc1ccc2nc3sc(C(=O)Nc4nc(C)cs4)c(N)c3cc2c1 | -47 | 5 | 1.4 | 0.0
O=C1N/C(=C/c2ccc(O)c(Cl)c2)C(=O)N1Cc1ccccc1F | 1 | -1 | 0.2 | 0.0
Nc1nc(-c2ccccc2)nn1S(=O)(=O)c1ccccc1 | -5 | -20 | -1.0 | 0.0
CCN1c2ccc(S(=O)(=O)N3CCOCC3)cc2N(Cc2c(F)cccc2F)C1C (centres undefined) | 7 | -3 | -1.1 | -0.2
CC(C)C(CCC(=O)Nc1ccccc1[N+](=O)[O-])C(=O)O (centres undefined) | -4 | -4 | -0.6 | 0.0
CC(C)OC(=O)CSc1ccc([N+](=O)[O-])cn1 | -3 | 8 | -0.3 | 0.0
N#CCCN(CCC#N)S(=O)(=O)c1ccccc1 | 4 | 7 | 0.7 | -0.1
Nc1ncc(C(F)(F)F)cc1Cl | 13 | 0 | -1.0 | 0.2
CCOc1ccc(C2Oc3c(OC)cccc3C3CC(c4ccc(F)cc4)=NN32)cc1 (centres undefined) | 2 | 5 | -0.2 | -0.1
COc1ccc(C(=O)NC(=S)Nc2cc(OC)ccc2OC)cc1 | -21 | -11 | -2.3 | -0.2
O=C(/C=C/c1c(F)cccc1Cl)Nc1cccnc1 | -59 | 6 | -2.1 | 0.0
O=C(c1cn(-c2ccc(F)cc2F)c(=O)c2ccccc12)N1CCCc2ccccc21 | -6 | 1 | 0.4 | -0.2
C/C(=N\Nc1ccccc1C)c1ccccc1O | -1 | -8 | -0.2 | -0.1
Cc1[nH]n(-c2ccc([N+](=O)[O-])cc2)c(=O)c1C=NC(C)(C)C | -56 | -1 | -2.8 | -0.1
Cc1nc(NC(=O)c2ccc(Br)s2)sc1C(=O)N(C)C | -63 | 10 | 2.5 | -0.1
COC(=O)c1ccc(S(=O)(=O)N2CCC(c3nc4ccc(C)cc4[nH]3)CC2)cc1 | 9 | -18 | 1.7 | -0.3
COc1ccc(C2=N/C(=C\c3c(F)cccc3Cl)C(=O)O2)cc1[N+](=O)[O-] | -2 | 1 | -0.1 | 0.4
Cc1occc1-c1nnc(SCC(=O)c2ccc(F)cc2)n1C | -1 | 6 | -0.2 | 0.0
CCc1ccccc1NC(=S)N(Cc1ccccc1Cl)C1CCCC1 | 3 | 11 | 1.5 | 0.4
CC(C)CCOc1cccc(C(=O)Nc2cccc(NC(=O)c3ccccc3)c2)c1 | 1 | 10 | 1.7 | 0.1
CCOC(=O)C1=C(C)NC(=S)NC1c1cccc(F)c1 (centres undefined) | 6 | 5 | -0.2 | 0.0
COc1ccc(OC)c(C(C)NC(=O)c2ncoc2-c2ccccc2C)c1 (centres undefined) | 10 | 3 | -0.6 | 0.0
Cc1ccc(CC(=O)O/N=C(\N)c2ccccn2)cc1 | -43 | 0 | -2.3 | 0.0

Pulled by compound from above:
SMILES | TEAD-YAP inh | MITF primary | GPR151 ag | FBW7 act
O=C(/C=C/c1c(F)cccc1Cl)Nc1cccnc1 | -59 | 6 | -2.1 | 0.0
Cc1ccc(CC(=O)O/N=C(\N)c2ccccn2)cc1 | -43 | 0 | -2.3 | 0.0
Cc1occc1-c1nnc(SCC(=O)c2ccc(F)cc2)n1C | -1 | 6 | -0.2 | 0.0
Nc1nc(-c2ccccc2)nn1S(=O)(=O)c1ccccc1 | -5 | -20 | -1.0 | 0.0
CCOC(=O)C1=C(C)NC(=S)NC1c1cccc(F)c1 (centres undefined) | 6 | 5 | -0.2 | 0.0
COc1ccc(C2=N/C(=C\c3c(F)cccc3Cl)C(=O)O2)cc1[N+](=O)[O-] | -2 | 1 | -0.1 | 0.4
CCOc1ccc(C2Oc3c(OC)cccc3C3CC(c4ccc(F)cc4)=NN32)cc1 (centres undefined) | 2 | 5 | -0.2 | -0.1

Other records follow.
SMILES | TEAD-YAP inh | MITF primary | GPR151 ag | FBW7 act
O=C(Nc1ccc(Cl)cc1)Oc1ccc([N+](=O)[O-])cc1 | -25 | 8 | -0.5 | 0.0
Cc1c(N(Cc2ccccc2)C(=O)c2ccc([N+](=O)[O-])cc2)c(=O)n(-c2ccccc2)n1C | 0 | 25 | -0.2 | 0.7
CC(=O)C1=C(NC(=O)c2ccccc2)CCCC1 | -17 | 17 | -1.2 | 0.1
COC(=O)C1=C(C(=O)c2ccc(C)cc2)C(c2ccc(C(C)C)cc2)n2nnnc2N1 (centres undefined) | 2 | 9 | -0.1 | 0.2
COc1cc(NC(=O)CSc2nnc(-c3ccccc3N)n2C)cc(OC)c1 | 1 | 11 | -0.7 | -0.1
Cc1nc2ncnn2c(C)c1CCC(=O)Nc1cc(F)ccc1F | -4 | -12 | 0.8 | 0.0
O=C(NC(Cc1ccccc1)C(=O)O)c1ccc(S(=O)(=O)N2CCOCC2)cc1 (centres undefined) | 12 | 9 | 0.4 | 0.4
C=CCOc1nc(CC)nc2c1sc1nc3c(cc12)COC(C)(C)C3 | -12 | -5 | 3.6 | -0.1
CCC(=O)Nc1ccc(Cl)c(NC(=O)c2ccccc2[N+](=O)[O-])c1 | 11 | 6 | -0.1 | 0.1
CC1=C(C(=O)OCc2ccc3c(c2)OCO3)C(c2ccc(O)c([N+](=O)[O-])c2)NC(=O)N1 (centres undefined) | 27 | 1 | 0.0 | -0.1
N#C/C(=C(/O)CSc1n[nH]c(N)n1)c1nc2ccccc2[nH]1 | -3 | 4 | 1.7 | -0.1
CCOC(=O)CN1C(=O)C(C)Oc2ccccc21 (centres undefined) | 0 | -1 | 1.9 | 0.1
CCN(C(=O)c1ccc(F)cc1)c1ccccc1 | -10 | -7 | 0.3 | 0.0
CCC(C)(C)NC(=O)c1cc([N+](=O)[O-])ccc1N1CCOCC1 | -2 | -2 | 1.0 | 0.0
COC(=O)c1ccccc1OCCOCCOc1cccc2cccnc12 | -7 | 1 | 0.7 | 0.1
O=C(Nc1ccc2oc(-c3ccncc3)nc2c1)c1ccc(N2CCOCC2)c([N+](=O)[O-])c1 | 3 | 10 | 2.8 | -0.1
FC(F)(F)c1ccccc1/C=N/Nc1nc2ccccc2o1 | -34 | -7 | 2.0 | 0.1
Cc1ccccc1NC(=O)Nc1cc(S(N)(=O)=O)ccc1C | 1 | 15 | 0.2 | 0.1
O=C(O)CN1CC(=O)N(C2CCCC2)C(c2cccc(F)c2)C1=O (centres undefined) | -12 | 1 | 0.6 | 0.5
CCN(CC)CCNCC(=O)N1c2ccccc2CC1C (centres undefined) | 5 | 19 | 4.7 | -0.3
CC(C)CC(NC(=O)CN(C)C)c1nnc2n1CCN(C(=O)c1ccc(F)cc1F)CC2 (centres undefined) | 3 | 7 | -1.0 | -0.1
OCCNCCCOc1ccc(Cl)cc1 | -3 | 21 | -4.7 | 0.0
O=C(Nc1nnc(/N=C/c2cccs2)s1)c1ccc(Cl)cc1Cl | 25 | -9 | 0.7 | 0.0
CC[C@H](Cn1nc(-c2ccc(F)c(F)c2)ccc1=O)NC(=O)C1CC1 | 1 | -7 | -1.0 | 0.1
COC(=O)c1ccccc1NC(=O)COc1ccc(Br)cc1Cl | -3 | -5 | -1.3 | -0.1

Single values from above:
Entry of CCC(=O)Nc1ccc(Cl)c(NC(=O)c2ccccc2[N+](=O)[O-])c1 in GPR151 ag: -0.1
Entry of Cc1ccccc1NC(=O)Nc1cc(S(N)(=O)=O)ccc1C in MITF primary: 15

(continued)
SMILES | TEAD-YAP inh | MITF primary | GPR151 ag | FBW7 act
COc1ccccc1-c1noc(-c2cc(-c3ccccc3)n[nH]2)n1 | -92 | 0 | -0.9 | -0.1
CCC1CCCCN1C(=O)CCNC(=O)Cn1cnc2ccccc2c1=O (centres undefined) | 1 | 6 | -1.7 | 0.3
COCCCNC(=O)Cn1nnc(-c2ccc(NC(=O)c3ccc(F)cc3)cc2)n1 | 3 | 11 | 0.6 | 0.3
Cc1cnc(C)c(-c2cc(F)cc3c2OC(CNC(=O)/C=C/C(C)C)C3)n1 (centres undefined) | 4 | -11 | 0.2 | 0.0
Cc1ccc(NC(=O)CSc2nc(-c3ccc([N+](=O)[O-])cc3)nn2CC(=O)Nc2ccc(C)cc2C)c(C)c1 | 11 | 15 | -1.3 | 0.1
CC(=O)N(c1ccc(C)cc1)C1SC(=O)N(c2ccccc2)C1=O (centres undefined) | 0 | -1 | -1.3 | 0.0
Cc1cc(C(F)(F)F)n2nc(-c3ccc(C(C)(C)C)cc3)cc2n1 | -10 | -8 | -1.2 | 0.7
O=C(Nc1nc2ccccc2s1)c1cccc2ccccc12 | -30 | 16 | -1.0 | -0.1
CCOC(=O)CC(NC(=O)c1ccccc1F)c1cccc([N+](=O)[O-])c1 (centres undefined) | 2 | 50 | 0.1 | 0.0
O=C(/C=C/c1ccccc1)N1CCN(c2ccccn2)CC1 | -12 | 10 | 0.8 | -0.1
CCCCOC(=O)C(C)OC(=O)c1ccc([N+](=O)[O-])cc1Cl (centres undefined) | 21 | 16 | -0.9 | -0.2
COc1ccc(CN(C)CC(O)c2ccccc2)cc1 (centres undefined) | -1 | 14 | -0.3 | 0.2
O=C(CSc1nnc2c3ccccc3n(Cc3ccccc3)c2n1)Nc1cccc(C(F)(F)F)c1 | 9 | 9 | 1.4 | 0.3
O=C(c1ccccc1)c1ccc2c(c1)C(=O)N(c1cc(Cl)ccc1Cl)C2=O | 2 | 15 | -1.0 | -0.1
Cc1cc2ccccc2n2c(=O)n(CCC(N)=O)nc12 | -1 | 8 | -0.7 | 0.2
O=C(/C=C/c1ccc([N+](=O)[O-])cc1)OC1CCOC1=O (centres undefined) | -1 | 0 | -0.2 | 0.0
CC(=O)Nc1ccc(N=Cc2c(C)[nH]n(-c3ccc(C)cc3C)c2=O)c([N+](=O)[O-])c1 | -8 | 3 | 0.0 | -0.3
COc1ccc(CCN(C)C2CCCN(Cc3ccn[nH]3)C2)cc1OC (centres undefined) | 3 | 1 | -1.7 | 0.2
CC(C)Oc1ccc(/C=C/C(=O)Nc2ccc3nc4n(c(=O)c3c2)CCCC4)cc1 | 20 | 3 | 1.2 | -0.1
Cc1ccc(N2CC(C(=O)NNC(=S)NCCN3CCOCC3)CC2=O)cc1 (centres undefined) | -3 | -2 | 3.2 | 0.2
Cc1ccccc1NC(=O)c1c(-c2ccccc2Cl)noc1C | 9 | -4 | 0.5 | 0.0
CCC(Sc1nc2ccccc2c(=O)n1C1CC1)C(=O)Nc1cccc(OC)c1 (centres undefined) | 5 | 8 | 0.0 | 0.3
CN1CCN(c2c(Cl)cccc2NC(=O)c2ccc(Br)o2)CC1 | 3 | 5 | 1.5 | -0.4
Cc1cc(=O)n2nc(N3CCC(C(=O)Nc4ccccc4Cl)CC3)sc2n1 | 5 | 0 | -0.7 | 0.0
Cc1cccc(N(CC(=O)NCc2ccccc2)S(=O)(=O)c2ccccc2)c1C | 2 | -18 | -1.1 | -0.1

Single records, as listed above:
Entry for O=C(Nc1ccc(Cl)cc1)Oc1ccc([N+](=O)[O-])cc1 = TEAD-YAP inh = -25; MITF primary = 8; GPR151 ag = -0.5; FBW7 act = 0.0
Entry for Cc1[nH]n(-c2ccc([N+](=O)[O-])cc2)c(=O)c1C=NC(C)(C)C = TEAD-YAP inh = -56; MITF primary = -1; GPR151 ag = -2.8; FBW7 act = -0.1

(more compounds)
SMILES | TEAD-YAP inh | MITF primary | GPR151 ag | FBW7 act
O=S(=O)(c1cccs1)N1CCN(Cc2csc(-c3ccc(Cl)cc3)n2)CC1 | -10 | -1 | 1.6 | 0.0
CCOc1cc(C(=S)N2CCOCC2)ccc1OC(=O)c1ccc([N+](=O)[O-])cc1 | -1 | 17 | -0.7 | 0.6
COc1cc(-c2c3c(nc4c([N+](=O)[O-])c(N)nn24)CCCC3)cc(OC)c1OC | -15 | -4 | 0.5 | -0.2
O=C(Nc1cc(Cl)ccc1Cl)c1ccco1 | -8 | -1 | -1.4 | -0.1
CC1CCCN(Cn2nc3c(Cl)cc(Cl)cn3c2=S)C1 (centres undefined) | -4 | 2 | 2.2 | -0.2
CCN(c1cc(C)cc(C)c1)S(=O)(=O)c1nnc(NC(=O)c2ccc(OC)cc2)s1 | -8 | 4 | 1.7 | 0.1
COC(=O)c1ccc(NC(=O)CN(CCc2ccccc2)S(=O)(=O)c2ccc(Cl)cc2)cc1 | -5 | -7 | 0.2 | 0.1
CC(C)(C)NC(=O)COc1ccc(S(=O)(=O)NC(C)(C)C)cc1 | 7 | 20 | -2.4 | 0.1
CCOc1cc(C2C3=C(CCCC3=O)NC3=C2C(=O)CCC3)ccc1OC | 6 | 0 | -1.5 | -0.2
COc1ccc(N=C2SC(C(=O)Nc3ccccc3OC)CC(=O)N2C)cc1 (centres undefined) | 0 | 0 | 0.2 | -0.2
CSc1cccc2sc(NC(=O)CCc3ccccc3)nc12 | -8 | 16 | 2.2 | 0.5
COc1ccc(C(=O)N2CCCC(C)C2)cc1OC1CCN(C(C)=O)CC1 (centres undefined) | -12 | -5 | -0.4 | 0.0
COc1ccc(-c2nc(NCCO)c3ncn(-c4ccccc4)c3n2)cn1 | 73* | 7 | -0.6 | 0.0

Bioassay records (PubChem BioAssay)
